# CDK5 inh: blocks human CDK5/p35 kinase activity | AID 488839 | actives 0.01% (n = 330,000) | Recombinant CDK5/p35, ADP-Glo luminescence, 60 min | inhibition, % at 10 µM | Q00535+Q15078;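 active = highest replicate inhibition of at least 50% and at least 75% of replicates reaching 50%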;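 also: plate controls were DMSO neutral control for no effect and GW8510 at 10 µM for full effect; many of its hits are not listed in these tables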
# dFosB activator: enhances mouse delta FosB homodimer DNA binding. actives 0.99% (n = 340,000). P13346. activation, % at 25 µM. purified delta FosB, TAMRA-CDK5 oligo fluorescence polarization; percent of positive-control signal above neutral wells;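 active = mean activation above about 17%, with every replicate also reaching it, limit read from the data, passing the limit was not always enough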;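 also: fluorescence polarization rise as delta FosB binds a TAMRA Cdk5 AP-1 oligo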
# HTR5A inv ag: counter-screen for OPRM1-OPRD1 inverse agonists: human HTR5A inverse agonism; P47898; HTR5A cell line, luminescence; inhibition, % at 9.3 µM; actives 0.083% (n = 340,000); in the data active = inhibition mostly above about 23%, no sharp cut-off; inactive = mostly below about 18%;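 also: 0% = cells with DMSO and 100% = no-cell wells with DMSO; some compounds called inactive have numbers as strong as hits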
# PvdQ acylase: blocks Pseudomonas aeruginosa PvdQ acylase activity. purified PvdQ acylase, fluorescence plate reader. inhibition, % at 10 µM. actives 0.063% (n = 340,000). AID 488965; in the data active = inhibition above about 30%, passing the limit was not always enough;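 also: 0% = vehicle neutral wells and 100% = reference inhibitor wells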
# HTR5A ag: counter-screen for OPRM1-OPRD1 agonists: human HTR5A agonism. activation, % at 9.3 µM. P47898. AID 504692. HTR5A agonist assay, luminescence, cell-based. actives 0.61% (n = 340,000); in the data active = activation mostly above about 9.5%, no sharp cut-off; inactive = mostly below about 7.6%;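 also: 0% = cells with vehicle only and 100% = reference agonist; strong numbers were not always called active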
# SR-BI HDL uptake: mouse SR-BI HDL lipid transfer inhibition | inhibition, % at 12.5 µM | ldlA[mSR-BI] CHO cells, DiI-HDL uptake fluorescence, 3 h | Q61009 | actives 0.96% (n = 320,000) | AID 488896;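 active = mean replicate inhibition of at least 70% and a set share of replicates each scoring 70 or more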;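 also: 0% = median of neutral control wells and 100% = median of positive control wells; values of inactives mirror those of a sister screen read the other way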
# MITF TRPM1 HTS: MITF TRPM1 promoter activation in melanoma cells. SK-MEL-5 TRPM1-promoter luciferase, 24 h; % of positive control, neutral wells = 0. activation, % at 12.5 µM. actives 0.75% (n = 300,000);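 active = mean activation of at least 80% with every replicate also reaching 80%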;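 also: 0% = neutral control wells and 100% = parthenolide positive control wells; values of inactives mirror those of a sister screen read the other way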
# V-ATPase pHluor: yeast V-ATPase proton transport regulation by pHLuorin; response, % at 10 µM; AID 504577; actives 0.37% (n = 350,000); S. cerevisiae, pHLuorin cytosolic pH fluorescence; in the data active = response mostly above about 7.3%, no sharp cut-off; inactive = mostly below about 5.4%; also: actives read high; inactives centre near 0; some compounds called inactive have numbers as strong as hits; reference of the scale not given here
# Wnt act: activates Wnt/beta-catenin signaling in a reporter cell assay; activator, plate reader; activation, % at 9.35 µM; actives 1.2% (n = 300,000); in the data active = activation above about 30%, passing the limit was not always enough;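 also: 0% = neutral control wells and 100% = positive control wells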
# NSD2 inh: NSD2 (human) methyltransferase inhibition; O96028; NSD2 peptide methylation, AlphaScreen, 120 min; inhibition, % at 12.5 µM; actives 0.54% (n = 310,000); in the data active = inhibition above about 50%
# Target sequence (O96028 whole entry, looked up): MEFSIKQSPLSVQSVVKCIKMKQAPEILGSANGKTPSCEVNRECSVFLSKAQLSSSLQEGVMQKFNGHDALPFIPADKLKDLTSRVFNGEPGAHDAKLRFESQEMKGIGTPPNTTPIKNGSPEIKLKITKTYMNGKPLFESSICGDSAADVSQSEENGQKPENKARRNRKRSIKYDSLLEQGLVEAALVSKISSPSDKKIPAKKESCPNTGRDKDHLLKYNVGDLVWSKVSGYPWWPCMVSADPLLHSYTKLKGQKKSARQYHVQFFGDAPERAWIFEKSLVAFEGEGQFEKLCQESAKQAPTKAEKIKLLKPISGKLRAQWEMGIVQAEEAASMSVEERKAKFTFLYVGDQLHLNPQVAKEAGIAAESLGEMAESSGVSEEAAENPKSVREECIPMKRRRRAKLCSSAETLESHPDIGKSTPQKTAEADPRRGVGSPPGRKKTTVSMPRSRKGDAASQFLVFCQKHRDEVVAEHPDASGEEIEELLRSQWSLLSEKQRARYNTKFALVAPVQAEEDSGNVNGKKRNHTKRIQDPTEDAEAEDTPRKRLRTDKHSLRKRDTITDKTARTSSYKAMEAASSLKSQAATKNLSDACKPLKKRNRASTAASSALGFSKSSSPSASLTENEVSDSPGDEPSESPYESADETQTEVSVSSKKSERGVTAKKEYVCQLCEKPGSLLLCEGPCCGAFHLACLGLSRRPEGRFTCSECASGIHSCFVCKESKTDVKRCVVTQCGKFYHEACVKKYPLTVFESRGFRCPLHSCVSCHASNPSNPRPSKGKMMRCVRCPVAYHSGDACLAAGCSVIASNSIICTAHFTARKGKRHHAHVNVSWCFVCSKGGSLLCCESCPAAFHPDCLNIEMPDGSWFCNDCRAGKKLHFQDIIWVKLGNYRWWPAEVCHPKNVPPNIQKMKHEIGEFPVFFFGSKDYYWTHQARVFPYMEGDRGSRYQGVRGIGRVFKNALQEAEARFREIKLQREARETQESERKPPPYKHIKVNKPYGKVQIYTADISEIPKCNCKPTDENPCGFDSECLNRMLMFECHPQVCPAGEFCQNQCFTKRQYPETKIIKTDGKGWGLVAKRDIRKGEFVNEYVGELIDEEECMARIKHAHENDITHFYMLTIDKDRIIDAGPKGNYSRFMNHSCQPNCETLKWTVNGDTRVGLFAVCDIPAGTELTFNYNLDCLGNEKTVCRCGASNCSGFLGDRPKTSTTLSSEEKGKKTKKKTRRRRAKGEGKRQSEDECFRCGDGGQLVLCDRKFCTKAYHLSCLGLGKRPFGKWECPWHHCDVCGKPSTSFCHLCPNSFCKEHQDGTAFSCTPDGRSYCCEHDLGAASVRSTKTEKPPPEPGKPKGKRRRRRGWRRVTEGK
# * = called active by the depositor; . = no result given.
SMILES	CDK5 inh	dFosB activator	HTR5A inv ag	PvdQ acylase	HTR5A ag	SR-BI HDL uptake	MITF TRPM1 HTS	V-ATPase pHluor	Wnt act	NSD2 inh
Cn1c(-c2ccc(C=O)s2)nc2c3ccccc3c3ccccc3c21	-2.3	-13.9	2.5	-32.4	-1.1	9.2	8.4	-35.2	.	-3.6
CCn1c(SCC(=O)Nc2cc(C)on2)nc2c(c1=O)SCC2	-0.2	-0.3	4.2	-4.0	0.3	8.5	-2.9	5.9	-1.1	0.8
Cc1ccccc1-n1c(=O)/c(=C\c2ccco2)s/c1=C(/C#N)C(=O)Nc1ccccc1	-2.6	-9.9	-3.2	-7.3	-0.6	10.9	-9.3	-2.6	-3.7	0.9
Cc1ccc[n+](/C(=C\C(=C=[N-])C#N)C(=O)c2ccc(Cl)cc2)c1	-0.6	0.0	0.1	5.2	0.0	-35.7	12.0	0.6	-0.4	-3.3
O=C(NCc1cccs1)c1ccc(N2CCCCC2)nc1	-0.6	-6.0	-13.2	6.6	5.1	8.5	71.4	-1.7	.	-1.0
CCc1cccc(NC(=S)Nc2ccc(CN3CCOCC3)cc2)c1	-2.1	-2.8	-6.5	-3.4	-1.8	.	-1.7	0.3	1.0	2.9
CC(C)(C)C1CCC2(CC1)CC(=O)c1ccccc1O2 (centres undefined)	1.2	2.7	-21.3	-1.6	-0.9	-37.3	5.4	-4.8	4.0	.
COC(=O)c1ccccc1S(=O)(=O)N1CCC(C(=O)NCCC2=CCCCC2)CC1	-0.2	-4.6	0.6	4.5	-0.2	19.2	5.4	-0.1	-6.2	-15.8
O=C(COc1ccc(Cl)cc1Cl)N/N=C/C1CC=CCC1 (centres undefined)	0.1	-7.3	-19.8	0.8	5.3	1.5	2.6	0.3	-2.7	-0.1
COc1cc(CNn2cn[nH]c2=S)cc(Cl)c1OCc1ccccc1	2.1	0.4	3.1	-9.2	-1.2	6.0	-1.0	-2.6	.	2.8
CC(=O)Oc1ccc(C(c2ccc(OC(C)=O)cc2)c2ccccn2)cc1	0.0	-3.6	-120.3	-6.0	33.7*	5.6	6.5	-0.7	-1.9	.
CN(C)/C=N/c1nc2ccc3c(c2s1)CCCC3	0.6	-8.3	-23.6	-3.9	1.1	2.3	41.3	-6.2	24.3	.
COc1cccc(NC(=O)C2CCN(C(=O)[C@@H]3Cc4ccccc4CN3C(=O)OC(C)(C)C)CC2)c1	.	-6.2	-9.9	6.4	-1.6	-5.9	5.6	8.6	0.8	-2.5
Cc1ccc(S(=O)(=O)NC(=NCc2ccccc2)c2ccc(F)cc2)cc1	1.1	-6.8	11.5	-7.3	2.6	-9.5	1.5	2.4	-7.0	-2.0
O=C1CS/C(=N/N=C2CCCC2)N1	-0.8	-10.1	-7.0	-1.2	7.3	-14.5	1.1	3.6	-4.1	0.3
Cc1ccc(N=C2NC(=O)C(CO)(CO)S2)cc1	0.7	2.7	-13.2	-13.4	-1.4	6.8	-1.4	-2.8	0.1	-1.0
CCOC(=O)C1=C(C(=O)OCC)N(CC)CCC1=O	14.1	-0.7	6.2	15.5	-1.7	-23.6	5.7	-1.3	-4.4	.
O=C(CN1C(=O)NC2(CCCC2)C1=O)Nc1nc(-c2ccccc2)cs1	1.1	-8.2	6.8	13.0	2.0	9.9	-16.7	7.0	-0.8	-3.0
Cc1ccc(S(=O)(=O)NNC(=O)C2COc3ccccc3O2)cc1C (centres undefined)	-0.8	-5.6	-5.9	-1.4	0.2	.	-8.6	0.1	9.6	3.0
COCCn1c(SCC(=O)N2CCCC2)nc2c([nH]c3ccccc32)c1=O	-2.1	-12.2	15.6	-14.4	0.5	3.3	-23.1	-1.2	2.9	-2.2
O=C(Nc1ccc(C(=O)Oc2ccccc2)c(O)c1)c1ccco1	-0.2	-12.9	24.8	-3.5	3.0	27.1	78.7	2.6	.	-1.4
CC(=O)N1c2ccccc2CCc2ccc([N+](=O)[O-])cc21	0.8	0.4	0.5	-10.6	-0.1	30.4	0.9	-3.4	0.2	0.8
CCc1c(C)nc2cc(-c3ccc(OC)c(OC)c3)nn2c1N1CCCC1	0.4	-5.8	2.8	0.1	-1.1	59.4	0.3	0.7	.	.
COc1ccc(/C(N)=N/OC(=O)c2cc(-c3ccccc3)nc3ccccc23)cc1	-1.0	0.0	-0.4	-15.5	7.0	40.8	-10.6	-1.5	.	-3.4
CNCCCNC(=O)c1ccc(/C=N/O)nc1	2.6	-6.8	-11.4	-16.7	4.1	9.7	-3.9	-2.4	-1.2	33.8
COc1ccc(CCNC(=O)c2ccc(-c3cccc([N+](=O)[O-])c3)o2)cc1OC	0.8	-16.8	-12.0	-3.7	4.5	72.2*	3.9	-3.0	0.7	0.8
O=C(CSc1nc2[nH]ncc2c(=O)n1-c1ccccc1)c1ccc2c(c1)OCCO2	0.3	-18.2	12.0	-11.3	1.4	-9.3	2.6	2.4	-5.5	-20.6
CC(C)N=C1NN=C(c2ccc(Cl)c(Cl)c2)CS1	0.6	-12.7	.	-14.2	.	18.5	42.3	1.0	-1.0	0.9
Cc1cccc(NC(=S)N(Cc2ccc(Br)cc2)Cc2ccc(C(=O)O)cc2)c1	1.1	-2.3	8.1	8.1	-2.9	-6.5	0.0	0.0	-1.2	-4.2
CC(=O)c1cc(CN2CCC(N3CCC(C(=O)N4CCCC4)CC3)CC2)cs1	0.8	-0.8	5.0	-6.0	-1.9	-8.4	6.7	-2.9	-0.3	0.6
CCOCCCn1c(=N)c(C(=O)NCc2ccc3c(c2)OCO3)cc2c(=O)n3cccc(C)c3nc21	-0.2	8.4	3.6	-17.3	-4.4	24.6	-44.0	1.1	-3.3	0.3
O=C(CN1CCN(CC(=O)Nc2ccc(OCc3ccccc3)cc2)CC1)Nc1ccc(F)cc1	-10.0	-0.6	-10.8	-13.0	3.3	-450.6	-3.3	1.1	-0.1	-2.8
CC(C)(C)OC(=O)N(CCc1ccccc1)Cc1cccc(OCc2cccc(NC(=O)C3CCC3)c2)c1	-0.1	-4.6	-11.1	-13.3	2.9	-13.0	-0.7	1.4	-1.5	.
CC(=O)Nc1ccc(NCc2cccs2)cc1	-0.4	1.2	-41.1	4.2	5.8	-20.3	19.3	2.3	-0.3	0.6
C=CC[C@@H](CC(=O)N(CCO)Cc1ccccc1)C(=O)N[C@@H](COC(=O)[C@@H](CC=C)CC(=O)OC(C)(C)C)Cc1c[nH]c2ccccc12	1.6	3.9	-54.0	2.0	8.8	27.2	-8.2	-10.4	-6.7	.
Cc1cc(Cl)cc2sc(NC(=O)c3ccco3)nc12	-1.3	5.4	7.8	-7.1	-2.6	26.4	88.2*	-7.7	.	.
COc1ccc(CCNC(=O)CCN2C(=O)c3cccc4cccc(c34)C2=O)cc1OC	3.8	-7.2	-7.6	-4.6	-0.1	.	5.0	-2.6	-4.7	-2.1
Cc1cccc2c1cnn2C(=O)CCC(=O)NC1CCCCC1	-0.6	0.4	-38.6	-7.8	12.7	-6.0	.	-0.1	3.5	.
CCc1nnc(NC(=O)c2sc3nc4c(cc3c2N)CCCCCC4)s1	0.3	0.2	-38.5	-26.5	14.4	-1.9	49.6	-0.2	.	-11.9
O=S(=O)(c1ccccc1)N1CCCCC1CCc1ccccc1 (centres undefined)	-0.8	-2.3	-0.8	-8.4	0.2	20.6	-7.5	3.1	-4.4	-4.7
O=[N+]([O-])c1ccc(CN2CCN(c3nc4ccccc4s3)CC2)cc1	0.6	0.8	-1.2	1.8	0.3	-3.5	24.9	-3.6	2.0	-1.7
Cc1ccc(CCS(=O)(=O)c2ccc(C(C)(C)C)cc2)cn1	0.1	3.3	-1.9	-8.1	0.7	-18.3	-15.0	-5.0	-1.5	-0.1
N/C(=N\OC(=O)COc1ccc(Br)cc1)c1cccc([N+](=O)[O-])c1	-0.7	0.9	17.6	-16.1	2.1	6.2	-4.7	3.7	0.1	-1.0
CC(C)C(=O)NC(Nc1cccc([N+](=O)[O-])c1)C(Cl)(Cl)Cl (centres undefined)	-0.5	-4.8	-4.2	6.1	1.6	-7.6	-4.4	-1.6	-6.9	-1.8
NS(=O)(=O)c1ccc(NC(=O)COC(=O)c2cn(-c3ccccc3)nc2-c2ccccc2)cc1	-0.2	1.6	-5.1	-4.2	9.2	2.6	21.3	-1.4	-1.2	8.2
COc1cccc2cc(C(=O)Nc3ccccc3C)/c(=N/NS(=O)(=O)c3ccccc3)oc12	3.4	-12.6	-21.2	-15.4	-2.2	-7.4	-10.5	1.8	-2.0	1.7
CC1(C)CC(=O)CC(=Nc2ccc(C(=O)O)cc2)C1	1.2	-0.7	2.6	-6.3	-1.8	-24.8	-4.8	0.5	.	-3.4
O=S(=O)(c1cc(F)ccc1F)N1CCN2CCCC2C1 (centres undefined)	-2.3	-2.8	15.0	-9.4	2.5	-13.3	-8.3	-4.2	0.3	-2.1
C=CC[C@H](CC(=O)N(CCO)Cc1ccccc1)C(=O)NCCOC(=O)[C@@H](CC=C)Cc1ccc(F)cc1	3.9	-3.6	-9.5	1.8	0.5	44.8	2.4	8.7	-4.6	.
CCc1nnc(NC(=O)c2cc(S(=O)(=O)N3CCCCC3)ccc2C)s1	-0.3	-2.5	-8.8	-13.7	3.5	-6.6	-3.5	-1.1	-0.1	-7.3

# Next part
SMILES	CDK5 inh	dFosB activator	HTR5A inv ag	PvdQ acylase	HTR5A ag	SR-BI HDL uptake	MITF TRPM1 HTS	V-ATPase pHluor	Wnt act	NSD2 inh
COCC(=O)Nc1cc(C)c2c(=O)oc3ccccc3c2n1	1.3	-24.9	-32.5	-14.8	12.6	3.1	2.6	-3.8	-2.9	.
Cc1ccc(S(=O)(=O)Cc2ccc(C(=O)N3CCN(c4ccccn4)CC3)o2)cc1	0.9	-5.0	-9.1	-16.8	3.1	28.5	-8.9	-0.1	-0.6	.
Cc1ccnc(NC(=O)CCC(=O)N(CC(=O)NCCc2ccccc2)Cc2cccs2)c1	-3.4	-11.6	-8.4	-12.6	3.0	-17.0	-3.6	0.8	-2.9	-3.1
CCOc1ccc(NC(=O)c2nn(C)c(C(=O)Nc3ccc(OCC)cc3)c2[N+](=O)[O-])cc1	0.3	2.5	7.1	-7.3	12.7	27.7	-2.8	-1.3	-2.4	-7.4
Cc1noc(C)c1C(=O)NCCc1ccc(S(N)(=O)=O)cc1	-1.3	-2.6	7.3	3.4	-3.0	-3.9	-6.5	5.6	-2.7	-0.2
COCc1cc(C)nc(NC2CCCCC2)c1C#N	-1.0	4.4	8.8	-19.0	0.1	13.6	5.4	-3.9	-1.7	-4.7
O=C(COC(=O)c1cccc(N2C(=O)C3CC=CCC3C2=O)c1)c1ccccc1 (centres undefined)	-1.8	-4.4	-19.2	-7.9	5.2	3.2	26.2	1.4	6.1	-2.1
COc1ccc(N2CCN(C(=O)COC(=O)CNC(=O)c3ccccc3)CC2)cc1	2.3	-12.9	-22.8	-13.7	-1.7	-11.4	3.4	1.0	-1.2	2.3

# 2 records drawn at random from those above, as already listed:
SMILES	CDK5 inh	dFosB activator	HTR5A inv ag	PvdQ acylase	HTR5A ag	SR-BI HDL uptake	MITF TRPM1 HTS	V-ATPase pHluor	Wnt act	NSD2 inh
O=C(CN1CCN(CC(=O)Nc2ccc(OCc3ccccc3)cc2)CC1)Nc1ccc(F)cc1	-10.0	-0.6	-10.8	-13.0	3.3	-450.6	-3.3	1.1	-0.1	-2.8
Cc1noc(C)c1C(=O)NCCc1ccc(S(N)(=O)=O)cc1	-1.3	-2.6	7.3	3.4	-3.0	-3.9	-6.5	5.6	-2.7	-0.2

# Compound activity: PubChem, several laboratories
